Compound activity deposited in PubChem BioAssay by National Center for Advancing Translational Sciences (NCATS).
Pin1 inhibitor – human Pin1 inhibition; Q13526; Pin1 FP peptide displacement, HiFluor488, 10 min; Potency, µM (top dose mostly 115 µM), without a hit: at the highest dose activity, negative = inhibition, hits mostly inhibitors; 0.009% of 390,000 active; active means well fitted inhibition curve with a large enough effect in the polarisation, with a control signal flat, not every such curve was filed as active; inconclusive means small, poorly fitted or top-dose-only effect, or effect the other way, or a change in a side signal; inactive means no such curve, though single readings can be large or run the other way; the % refers to the polarisation; further: on the % scale 0 is the no-effect control and ±100 the full control effect
Target sequence (Q13526 whole entry, looked up): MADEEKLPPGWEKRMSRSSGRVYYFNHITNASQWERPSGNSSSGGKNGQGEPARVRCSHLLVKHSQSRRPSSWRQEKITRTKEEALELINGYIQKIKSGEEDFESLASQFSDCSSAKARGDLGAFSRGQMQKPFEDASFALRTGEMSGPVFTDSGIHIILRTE
TrxR1 inh – inhibitors of rat thioredoxin reductase 1; O89049; recombinant rTrxR1, NADPH fluorescence consumption, selenite substrate; Potency, µM (doses to about 114 µM), inactives show at the highest dose activity change, negative = inhibition, usual class: inhibitors; 1% of 390,000 active; AID 588453; further: on the % scale 0 is the no-effect control and ±100 the full control effect; nearly all actives have a fitted effect of over 65% in size
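Rat TrxR1 (90 nM in the dispensed reagent) was pre-reduced with 400 uM NADPH for 5 min at room temperature, then incubated with compound for 15 min. After 400 uM selenite was added, NADPH fluorescence (Ex 340/Em 450 nm) was followed for 8 min.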
RGS4 inh – blocks human RGS4-accelerated GTP hydrolysis | P49798 | 0.039% of 390,000 active | Potency, µM (doses to about 114 µM), for inactives: at the highest dose activity change, negative = inhibition, most hits filed as inhibitors | Transcreener GDP fluorescence polarization, RGS4-accelerated GTP hydrolysis; further: on the % scale 0 is the no-effect control and ±100 the full control effect; nearly all actives have a fitted effect of over 75% in size; some results filed as inactive show a strong effect at the top dose
Target sequence (P49798 whole entry, looked up): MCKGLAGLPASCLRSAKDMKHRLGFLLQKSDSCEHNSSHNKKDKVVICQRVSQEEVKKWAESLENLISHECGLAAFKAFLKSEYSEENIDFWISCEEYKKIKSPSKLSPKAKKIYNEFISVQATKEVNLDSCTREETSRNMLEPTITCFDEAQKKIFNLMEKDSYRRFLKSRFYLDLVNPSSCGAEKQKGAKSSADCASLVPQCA
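MLSMR compounds (23 nl, pin-transferred) preincubated 10 min at room temperature with a 500nM (2x) first reagent, then RGS4 at 900nM (2x) plus Transcreener GDP mix added; fluorescence polarization (620/688 nm) read before and after 90 min at 30 °C.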
JMJD2A Tudor – blocks the human JMJD2A Tudor domain | AID 504339 | AlphaScreen JMJD2A-Tudor / H3K4me3 peptide binding | 4.4% of 390,000 active | Potency, µM (top dose mostly 114 µM), for inactives: top-dose activity change, negative = inhibition, hits mostly inhibitors | O75164; further: on the % scale 0 is the no-effect control and ±100 the full control effect; nearly all actives have a fitted effect of over 50% in size
PGK inhibitor – T. brucei PGK inhibition. PGK/GAPDH coupled, Kinase-Glo luminescence, 60 min. P07378. 0.043% of 380,000 active. Potency, µM (titrated, usually from 57.5 µM), for the others: at the top dose activity change, negative = inhibition, most hits filed as inhibitors; further: on the % scale 0 is the no-effect control and ±100 the full control effect; nearly all actives have a fitted effect of over 60% in size
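Recombinant glycosomal PGK reaction used 1,3-bisphosphoglycerate generated in-well by GAPDH (100nM final) in 100mM TEA pH 7.6, 5mM MgCl2, 0.01% Tween-20. After 60 minutes at room temperature, ATP was read by Kinase-Glo Plus luminescence end-point.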
ERG Ets-DNA blk – blocks human ERG Ets domain binding to DNA. P11308. AID 624246. fluorescence polarization, His-ERG Ets domain / labelled DNA. Potency, µM (highest dose often 76.9 µM), without a hit: at the highest dose FP activity, negative = inhibition, most hits filed as inhibitors. 0.028% of 370,000 active; active means well fitted inhibition curve with a large enough effect in the polarisation, with a control signal flat; inconclusive means small, poorly fitted or top-dose-only effect, or effect the other way, or a change in a side signal; inactive means no such curve, though single readings can be large or run the other way; the % refers to the polarisation;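 further: polarization taken with two DNA probes labelled with fluorescein and Texas red; % of control where 0% means no effect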
Target sequence (P11308 whole entry, looked up, the tested form may be a part): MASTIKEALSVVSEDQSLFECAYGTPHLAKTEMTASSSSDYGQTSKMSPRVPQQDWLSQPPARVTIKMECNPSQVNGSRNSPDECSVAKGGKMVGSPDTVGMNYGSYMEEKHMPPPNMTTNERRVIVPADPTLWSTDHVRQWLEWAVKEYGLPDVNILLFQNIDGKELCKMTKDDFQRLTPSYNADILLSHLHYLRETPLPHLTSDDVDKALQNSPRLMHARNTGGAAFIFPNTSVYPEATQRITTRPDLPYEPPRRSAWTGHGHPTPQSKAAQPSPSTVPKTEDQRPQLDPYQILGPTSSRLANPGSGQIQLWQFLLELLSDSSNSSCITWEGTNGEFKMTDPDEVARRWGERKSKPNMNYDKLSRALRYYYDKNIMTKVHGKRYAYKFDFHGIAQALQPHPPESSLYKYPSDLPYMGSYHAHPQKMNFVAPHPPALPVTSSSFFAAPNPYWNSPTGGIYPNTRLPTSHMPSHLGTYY
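His-tagged ERG Ets domain (1 uM in the protein solution; 300mM KCl, 50mM Tris-HCl, 1mM EDTA, 1mM DTT, pH 7.5) received compound, then a probe mix of 5 nM fluorescein-DNA and 100nM Texas-615-DNA. Fluorescence polarization was read for both dyes.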
HP1b binding inh – HP1-beta chromodomain-methylated histone interaction inhibition; AlphaScreen HP1-beta / biotin-H3K9me3 peptide binding; P83916; AID 540317; Potency, µM (series often up to 114 µM), for the others: top-dose activity change, negative = inhibition, actives largely listed as inhibitors; 0.56% of 390,000 active; further: nearly all actives have a fitted effect of over 70% in size; inactives centre near 23
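AlphaScreen: HP1-beta (50 nM) preformed 30 min with biotin-H3(1-18)K9me3 peptide (50 nM) in PBS pH 7.4, 0.01% Tween-20. Compound added for 30 min at RT, then streptavidin donor/nickel chelate acceptor beads (10 ug/mL) for 30 min.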
GLS inhibitor – blocks human kidney-isoform glutaminase activity | O94925 | Potency, µM (series often up to 45.5 µM), for the others: top-dose activity change, negative = inhibition, actives largely listed as inhibitors | GLS enzymatic activity, qHTS titration | 0.21% of 410,000 active | AID 624170; further: on the % scale 0 is the no-effect control and ±100 the full control effect
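Glutamate formation by hKGA was monitored fluorometrically using coupled glutamate oxidase, HRP and Amplex Red. Substrate was added as 1 mM L-glutamine solution; incubation was 30 min at RT after an initial read.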
ALOX12 inh – ALOX12 (human) lipoxygenase inhibition; P18054; AID 1671190; purified 12hLO, xylenol orange hydroperoxide absorbance; Potency, µM (series often up to 108 µM), inactives show top-dose activity change, negative = inhibition, most hits filed as inhibitors; 1.1% of 580,000 active; further: on the % scale 0 is the no-effect control and ±100 the full control effect
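Hydroperoxide product was detected by ferrous iron/xylenol orange as the 573 to 405 nm absorbance ratio. Arachidonic acid at 40 uM (final) was turned over for 30 min at room temperature by 150 nM human 12hLO, pH 7.0 Hepes buffer, after 15 min compound preincubation.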
* hit, by the source's call; i = inactive; ? = inconclusive; · = no result given; [ ] = remark or other dose. Unless noted, the call rests on the fitted dose curve; in most records, active means well fitted curve in the direction sought with a large enough effect; inconclusive means small, poorly fitted or top-dose-only effect, or another doubt; inactive means no such curve, though single readings can be large; an effect the other way counts as inactive or inconclusive. Potency means the concentration at half of the fitted maximal effect. Only part of the results is shown (hit frequency here may not be typical).

Pin1 inhibitor	TrxR1 inh	RGS4 inh	JMJD2A Tudor	PGK inhibitor	ERG Ets-DNA blk	HP1b binding inh	GLS inhibitor	ALOX12 inh	Structure
-8%	-17%	30%[11.4 µM]	-7%[11.4 µM]	1%	-5%	31%	-7%	0%	Cc1ccc(-c2nc3ccccc3[nH]c2=O)cc1
0%	21%	-2%	-24%	-6%	-3%	24%	1%	6%	CN(Cc1cn(C)nc1-c1ccc(Oc2ccccc2)cc1)CC1COCCO1 (configuration not stated)
3%	11%[11.4 µM]	?	-23%	3%	8%	16%	0%	8%	COc1ccc(NC(=O)CSc2cc(C(=O)c3nccn3C)c3ccccc3n2)cc1
5%	8%	7%	?	i	-14%	-3%	0%	-1%	O=c1[nH]c(CSc2ncn[nH]2)nc2ccccc12
5%	7%	-5%	8%	i	-6%	28%	-33%	-12%	C=C[C@]12CC[C@H](OC(C)=O)CC1=CCC1C2CC[C@@]2(C)C1CCC21OCCO1 (some centres not stated)
-4%	40µM*	?	-32%	0%	3%	14%	62%[activator]	·	Cc1ccc(C(C2C(=O)CC(C)(C)CC2=O)C2C(=O)CC(C)(C)CC2=O)s1
?	?	-39%	-6%	-6%	-9%	18%	3%	-24%	CCCC1=[N+](CC(=O)c2ccc(C)cc2)CCn2cccc21
?	11%	8%	-16%	8%	13%	19%	3%	?	CC(C)CCN(Cc1ccco1)C(=O)Cn1ncc2c([nH]c3ccccc32)c1=O

Looked up by structure from the entries so far:
Pin1 inhibitor	TrxR1 inh	RGS4 inh	JMJD2A Tudor	PGK inhibitor	ERG Ets-DNA blk	HP1b binding inh	GLS inhibitor	ALOX12 inh	Structure
0%	21%	-2%	-24%	-6%	-3%	24%	1%	6%	CN(Cc1cn(C)nc1-c1ccc(Oc2ccccc2)cc1)CC1COCCO1 (configuration not stated)
3%	11%[11.4 µM]	?	-23%	3%	8%	16%	0%	8%	COc1ccc(NC(=O)CSc2cc(C(=O)c3nccn3C)c3ccccc3n2)cc1
5%	8%	7%	?	i	-14%	-3%	0%	-1%	O=c1[nH]c(CSc2ncn[nH]2)nc2ccccc12
?	?	-39%	-6%	-6%	-9%	18%	3%	-24%	CCCC1=[N+](CC(=O)c2ccc(C)cc2)CCn2cccc21

(cont.)
Pin1 inhibitor	TrxR1 inh	RGS4 inh	JMJD2A Tudor	PGK inhibitor	ERG Ets-DNA blk	HP1b binding inh	GLS inhibitor	ALOX12 inh	Structure
2%	10%	35%	-27%	·	8%	29%	10%	-15%	COc1ccc(Nc2ccc(Nc3ccc(OC)cc3)nn2)cc1
1%	4%[2.29 µM]	7%	-6%	-4%	-1%	13%[57 µM]	0%	-16%	CC1CC2OC2CC1COC(=O)C1CC2OC2CC1C (configuration not stated)
-5%	16%[57.1 µM]	17%	-15%[11.4 µM]	-10%	-2%	3%	10%	-12%	O=C(CN1CCCCC1)N/N=C/c1cc2ccccc2nc1Cl
-3%	-25%	-35%	-17%	-7%	2%	19%	4%	-6%	O=S(=O)(NCc1ccco1)c1cccc(S(=O)(=O)N2CCCCC2)c1
2%	-22%	7%	-29%	-8%	5%	17%	-2%	-17%	Cc1ccc(-c2nc3n(n2)C(c2ccccc2Cl)C=C(c2ccc(Cl)cc2)N3)cc1 (configuration not stated)
?	18%[57.1 µM]	-25%	-20%	i	0%	22%	-18%	?	Cc1ccc(C(=O)N/C(=C/c2ccc(-c3ccc([N+](=O)[O-])cc3)o2)C(=O)NCCCN(C)C)cc1
2%	12%	-14%	-1%	i	-6%	37%	-12%	-1%	O=[N+]([O-])c1cccc(-c2cc(C(F)(F)F)n3nc(-c4ccccc4)cc3n2)c1
-3%	-7%	-6%	-5%	-2%	-13%	47%[activator]	0%	?	Cc1cc(-c2ccccc2)nn1-c1nc2c(c(=O)[nH]c(=O)n2C)n1C
25%	50µM*	-49%	28µM*	-7%	15%	11%	10%	?	Oc1c(C(c2ccc(Cl)cc2)N2CCCC2)cc(Cl)c2cccnc12 (configuration not stated)
-2%	-3%	-15%	-20%	-3%	3%	19%	-3%	?	O=C(NC(=S)NCC1CCCO1)c1ccccc1 (configuration not stated)
2%	4%	-17%	-17%	-5%	·	31%	-1%	-1%	COc1cc(/C=C(\NC(C)=O)C(=O)NC(C)(C)CC(C)(C)C)ccc1OC(C)=O
-8%	-6%	33%	-6%	-6%	7%	20%	1%	-18%	c1ccc(COc2ccc(OCCOCCn3cncn3)cc2)cc1
2%	0%	-19%	-26%	-8%	-11%	27%	0%	?	O=S(=O)(c1ccc(NC(=S)NCc2cccnc2)cc1)N1CCCCC1
-2%	-18%	-6%	-9%	-6%	-7%	-18%	-2%	?	O=C(c1ccc(Br)o1)N1CCC(Cc2ccccc2)CC1
78%[activator]	5%	15%	-9%	3%	0%	?	4%	0%	CCc1ccccc1NC(=O)CN(c1cc(C(F)(F)F)ccc1Cl)S(=O)(=O)c1ccccc1
?	9%[57.1 µM]	-4%	1%	6%	9%	33%	-10%	-5%	CC(=O)c1ccc([C@@H]2C[C@]34CN(Cc5cccc(C(F)(F)F)c5)S(=O)(=O)[C@H]3C[C@H]2O4)cc1
1%	7%[57.1 µM]	-7%	?	-9%	3%	18%	4%	-22%	COc1ccc(S(=O)(=O)NCC(c2ccco2)N2CCN(c3ccc(F)cc3)CC2)cc1 (configuration not stated)
-1%	11%[57.1 µM]	6%	-7%	7%	-2%	15%	-4%	-10%	CCC(CC)C(=O)Nc1nnc(SCC(=O)NC2CC2)s1
-9%	18%	-11%	2%	4%	3%	34%	-3%	-2%	CCOC(=O)/C=C(\C)Nc1cc(C)nn1-c1ccccc1
-6%	10%[57.1 µM]	5%	1%	-10%	1%	55%[activator]	-9%	-3%	COc1ccnc(Oc2cc(Cl)cc(Cl)c2)c1C#N
0%	27%	-13%	-2%	-10%	5%	26%	-9%	-12%	Cc1ccc(C)c(Cn2c(=O)n(-c3ccc(Cl)cc3)c(=O)c3c(C)c(C)sc32)c1
0%	12%	-8%	-11%	-9%	5%	10%	-2%	-1%	O=C(CN1C(=O)NC2(CCCC2)C1=O)OCCOc1ccc(F)cc1
7%	-2%[57.1 µM]	-31%	-28%	-4%	0%	7%	-15%	?	COc1ccc(C(=O)Nc2nc(-c3nnn(-c4ccc(F)cc4F)c3C)ns2)cc1
-4%	-9%	-4%	-17%	-2%	-4%	-7%	-5%	3%	O=C(COc1ccc([N+](=O)[O-])cc1)N/N=C/c1cc([N+](=O)[O-])ccc1N1CCOCC1
4%	8%	-15%	107%[activator]	i	4%	107%[activator]	-12%	7%	CN(c1ccccc1)S(=O)(=O)c1cccc2ccccc12
5%	-16%	-3%	-1%	-9%	-12%	27%	-3%	-3%	O=C(O)C1CCN(S(=O)(=O)c2cccc3nsnc23)CC1
1%	20%	-10%	-8%	-4%	-5%	38%[activator]	-3%	-11%	CCCNC(=O)/C=C/C(=O)O
5%	6%[57.1 µM]	13%	8%	-6%	10%	47%	0%	-2%	CC(C)NC(=O)C(=O)c1cn(C)c2ccccc12
-4%	-2%	-22%	-10%	i	-1%	20%	0%	134%[activator]	CC[C@@H](C)[C@H](NS(=O)(=O)c1ccc(C)cc1)C(=O)N1CCC(C(=O)NCC(=O)O)CC1
-1%	15%	-5%	3%	1%	2%	54%[activator]	-3%	-5%	CC[C@]12C(=O)N(C)C[C@H]([C@@H]3C(=O)N(Cc4ccccc4)C(=O)[C@@H]31)N2C(=O)c1ccc(F)cc1
8%	8%	-2%	-5%	5%	4%	24%	1%	3.2µM*	COc1ccc(Nc2nc3ccccc3c3nnc(C)n23)cc1Cl
5%	10%	22%	-6%	-21%	-3%	52%[activator]	3%	2%	O=C(NC1CCCC1)C1CCN(C(=O)NCc2ccccc2)CC1
0%	-2%[57.1 µM]	0%	-4%	-5%	-2%	?	5%	-10%	COC(CSc1nc(N)c2c3c(sc2n1)CN(C)CC3)OC
3%	5%[57.1 µM]	?	?	-6%	-9%	-22%	?	1%	O=C(COC(=O)CC1CC2CCC1C2)Nc1cccc(S(=O)(=O)NC2=NCCCCC2)c1 (configuration not stated)
-6%	-21%	-5%	0%	4%	6%	32%	1%	0%	O=C(N/N=C/c1ccco1)c1cc2ccccc2o1
-3%	1%	-17%[11.4 µM]	?	i	0%	?	4%	?	CC1CCC/C(=N/Nc2nc3ccccc3s2)C1 (configuration not stated)
-6%	10%	-6%	-5%	-1%	7%	24%	-2%	16%	Cc1ccc(C(=O)NN(CCC(=O)NC(C)(C)C)C2=NS(=O)(=O)c3ccccc32)cc1
-7%	-17%	-9%	-14%	-8%	36%[activator]	42%[activator]	0%	?	CC(=O)N1CCC(=NNc2ccnc3cc(Cl)ccc23)CC1
-3%	-1%	6%	-17%	·	·	32%	2%	1%	Cc1ccc2nsnc2c1S(=O)(=O)NC1CC1
